# Neddylation inh – inhibitors of cullin neddylation, primary screen, biochemical, TR-FRET, uHTS, NAE and Ubc12; calls only at 25 µM; 360,000 tested, 0.58% active; in the data active means inhibition above about 36%
# CendR NRP1 mod – modulators of CendR peptide binding to NRP-1, primary screen, biochemical, fluorescence polarization, uHTS | Neuropilin-1 (Homo sapiens), O14786 | FAM-RPARPAR peptide binding to NRP-1 | inhibition, % at 25 µM | 360,000 tested, 0.85% active;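 active means inhibition or corrected inhibition above about 18%, plus a signal ratio from 0.5 to 1.5, limit read from the data, passing the limit was not always enough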; further: strong numbers were not always called active
# Target sequence (O14786 whole entry, looked up): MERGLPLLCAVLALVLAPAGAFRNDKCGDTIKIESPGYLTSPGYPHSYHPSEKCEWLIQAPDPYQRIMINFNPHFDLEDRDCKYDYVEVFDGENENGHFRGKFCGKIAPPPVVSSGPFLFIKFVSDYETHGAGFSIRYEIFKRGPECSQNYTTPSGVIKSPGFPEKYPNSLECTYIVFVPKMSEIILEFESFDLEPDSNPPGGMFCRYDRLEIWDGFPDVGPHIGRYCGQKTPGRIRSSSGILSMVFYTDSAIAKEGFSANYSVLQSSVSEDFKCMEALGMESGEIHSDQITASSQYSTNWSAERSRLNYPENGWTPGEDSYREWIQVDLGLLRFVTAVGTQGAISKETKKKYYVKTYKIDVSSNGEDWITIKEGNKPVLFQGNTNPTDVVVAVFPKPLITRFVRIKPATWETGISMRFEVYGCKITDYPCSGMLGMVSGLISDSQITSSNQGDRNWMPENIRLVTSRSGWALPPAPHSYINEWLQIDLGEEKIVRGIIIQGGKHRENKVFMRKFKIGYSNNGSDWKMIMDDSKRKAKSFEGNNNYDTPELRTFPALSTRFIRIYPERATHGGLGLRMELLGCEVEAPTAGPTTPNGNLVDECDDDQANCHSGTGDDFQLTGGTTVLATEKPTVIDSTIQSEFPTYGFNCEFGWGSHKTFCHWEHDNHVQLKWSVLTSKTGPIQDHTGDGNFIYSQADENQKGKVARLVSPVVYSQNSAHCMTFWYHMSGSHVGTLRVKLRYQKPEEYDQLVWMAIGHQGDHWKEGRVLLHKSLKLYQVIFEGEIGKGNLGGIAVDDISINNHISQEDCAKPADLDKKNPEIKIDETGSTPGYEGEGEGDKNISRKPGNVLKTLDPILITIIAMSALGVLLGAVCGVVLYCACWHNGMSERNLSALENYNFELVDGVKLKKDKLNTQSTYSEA
# bovine MsrA act – bovine MsrA enzyme activators, primary screen, biochemical, absorbance, HTS; Methionine sulfoxide reductase A (Bos taurus); purified bovine MsrA, absorbance read-out; activation, % at 10.6 µM; 360,000 tested, 0.3% active; in the data active means activation above about 7.5%;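 further: 0% = vehicle and 100% = reference activator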
# MT1-MMP act inh – blockers of MT1-MMP proenzyme processing, primary screen, HT1080 RFP-PRO-GFP cells, GFP/RFP fluorescence. Matrix metalloproteinase-14 (Homo sapiens), P50281. 360,000 tested, 0.061% active. GFP/RFP ratio fluorescence, overnight; percent of plate control window, DMSO zero. GFP/RFP ratio change, % at 20 µM;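 active means GFP/RFP ratio change of at least 30% with cell ATP level not reduced by more than half and red fluorescence within 50% of control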; further: strong numbers were not always called active
#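 Material: RFP-PRO-GFP reporter HT1080 cells. Dosing: single-point 20 µM compound, 1% DMSO. Controls: DMSO and RFP-L50D-GFP cell wells. Timing: cells overnight before dosing, compound overnight, 37 °C, 5% CO2. Measure: GFP/RFP fluorescence ratio.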
# PABP1 MLLE inh – inhibitors of PABP1 MLLE–PAM2 peptide binding, primary screen, biochemical, fluorescence polarization, FITC-PAM2, GST-MLLE; inhibition, % at 20 µM; Polyadenylate-binding protein 1 (Homo sapiens), P11940; 360,000 tested, 0.36% active; in the data active means inhibition above about 35%, passing the limit was not always enough;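 further: plate controls were DMSO wells with GST-MLLE for no effect and wells lacking GST-MLLE protein for full effect; some results filed as inactive read as strong as hits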
# eLon inh – inhibitors of E. coli Lon protease, primary screen, biochemical, fluorescence polarization | purified E. coli Lon protease | AID 602123, 2011 | 360,000 tested, 0.42% active | inhibition, % at 7.94 µM; in the data active means inhibition above about 13%, passing the limit was not always enough;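 further: 0% = enzyme with probe and DMSO and 100% = no enzyme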
# FAS-TE inh – FAS thioesterase domain inhibitors, primary screen, biochemical, fluorescence intensity, uHTS. Fatty acid synthase (Homo sapiens), P49327. inhibition, % at 15 µM. 360,000 tested, 0.67% active. AID 602261, 2012. recombinant FAS-TE, OMFH fluorogenic substrate, fluorescence endpoint;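 active means compounds whose normalised, plate-corrected inhibition of enzyme fluorescence in the single-dose primary screen is 50% or more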;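 further: 0% = DMSO with enzyme and 100% = substrate without enzyme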
# Rin1 Abl inh – inhibitors of Rin1-Abl protein binding, primary screen, biochemical, TR-FRET; Tyrosine-protein kinase ABL1 (Homo sapiens) + Ras and Rab interactor 1 (Homo sapiens), …; inhibition, % at 7.35 µM; 360,000 tested, 0.4% active; AID 588664, 2011; in the data active means inhibition above about 5%, passing the limit was not always enough
# SKN-1 inh – suppressors of acrylamide-induced Pgst-4::GFP reporter in worms, primary screen, SKN-1 inhibitor project, whole organism, uHTS, GFP/RFP fluorescence ratio, strain VP596 | C. elegans VP596 Pgst-4::GFP/RFP ratio, 24 h | inhibition, % at 21.8 µM | 360,000 tested, 0.49% active;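 active means interference check ratio from 0.5 to 1.5 plus GFP to RFP signal ratio inhibition reaching or exceeding a fixed threshold, cut at about 30% in these data, passing the limit was not always enough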; further: some compounds called inactive have numbers as strong as hits
# The depositor's hits bear a star; i = inactive; x = not tested or not shown.
smiles,Neddylation inh,CendR NRP1 mod,bovine MsrA act,MT1-MMP act inh,PABP1 MLLE inh,eLon inh,FAS-TE inh,Rin1 Abl inh,SKN-1 inh
Cc1ccc(SCc2[nH]nc3c2C2(C(=O)Nc4ccc(F)cc42)C(C#N)=C(N)O3)cc1 (configuration not stated),i,-3,-4,-5,-15,-5,3,-2,5
COc1ccc(C(=S)N2CCN(c3cccc(Cl)c3)CC2)c(OC)c1,i,2,-3,-14,25,0,25,4,-1
COCC(=O)N1CCC(Oc2ccc(C(=O)NC(C)c3nccs3)cc2)CC1 (configuration not stated),i,12,-1,4,8,-5,-7,-1,15
Cn1c(SCc2nc(-c3ccccc3)no2)nnc1-c1cccs1,i,9,-2,3,0,-6,-3,-3,-12
COc1ccc(CC(=O)O)cc1O,i,9,-3,-1,-7,20,-7,2,31
COc1cccc(-n2nc3c(-n4ncc(C#N)c4N)nnc(C)c3c2C)c1,i,-9,3,-2,-8,0,-7,2,8
O=C(NCCCc1ccccc1)c1ccc(-n2cncn2)c([N+](=O)[O-])c1,i,13,1,2,17,-9,6,0,7
COc1cc(NC(=O)CN(C)S(=O)(=O)c2ccc3nc(C)sc3c2)cc(OC)c1,i,-2,-10,0,-3,-5,-2,-4,-6
Cc1ccc(C)c(OCCCNC2CCCC2)c1C,i,-10,-11,3,1,-6,-1,13*,3
COc1cccc2sc3ccc(NCCC4CCCN4C)cc3c(=O)c12 (configuration not stated),i,-16,0,-53,-17,6,-13,-21,4
CC1CCCN(C(=O)COc2ccc(-c3ccccc3)cc2)C1 (configuration not stated),i,-2,-9,-3,-11,4,17,0,-3
COc1cccc(CN2CCN(Cc3nc(-c4cccc(F)c4F)oc3C)CC2=O)c1,i,7,-4,-6,-1,-13,-6,0,-1
O=C(c1ccncc1)N1N=C(C2CC2)CC1(O)C(F)(F)F (configuration not stated),i,8,-4,1,-38,4,-10,-1,0
O=C1CCC[C@@H]2[C@H]3CCC[N+]4([O-])CCC[C@@H](CN12)[C@@H]34 (some centres not stated),i,-1,1,1,-8,2,-4,0,6
COC(=O)c1ccc([C@H]2C=C(C(=O)O)O[C@@H](OCc3ccc(CO)cc3)C2)cc1,i,6,-4,-2,-8,3,-9,4,17
CCCCCCCCC1CC(C(=O)Nc2ccccc2)C(=O)O1 (configuration not stated),i,5,-8,-1,13,11,22,-3,-13
Cc1ccc(NC(=S)NC(=O)c2ccccc2)cc1NC(=S)NC(=O)c1ccccc1,i,-20,-2,5,23,-6,4,1,16
O=[N+]([O-])c1cccc(N(CC2CO2)S(=O)(=O)c2ccccc2)c1 (configuration not stated),i,8,-2,1,4,-12,-1,0,-20
CC(C)NC(=O)c1nc2ccccc2s1,i,8,1,1,0,-4,-8,3,13
O=C1CC2(CCN(C(=O)COc3ccc(F)cc3)CC2)Oc2ccccc21,i,4,-2,3,5,-2,-5,-3,-3
COc1ccc(C(CNC(=O)c2cc3ccccc3o2)N2CCCCC2)cc1 (configuration not stated),i,7,-1,3,12,-2,3,-6,7
COc1cccc(C(CC(=O)Nc2cccc3ccccc23)NC(=O)c2ccccc2)c1 (configuration not stated),i,1,0,-6,-11,-13,-6,-2,-1
CC1(C(=O)NS(=O)(=O)Cc2ccccc2)CCN1C(=O)C1(c2ccc(Cl)cc2)CCC1 (configuration not stated),i,3,0,2,-2,2,-5,5,27
Nc1c(S(=O)(=O)c2ccccc2)cnc2c(-c3ccc(F)cc3)cnn12,i,11,-10,-1,9,9,-4,-3,-1

# A few values from the entries so far.
# `CC1(C(=O)NS(=O)(=O)Cc2ccccc2)CCN1C(=O)C1(c2ccc(Cl)cc2)CCC1` (configuration not stated) – MT1-MMP act inh = 2
# `Cc1ccc(NC(=S)NC(=O)c2ccccc2)cc1NC(=S)NC(=O)c1ccccc1` – PABP1 MLLE inh = 23

# Additional compounds follow:
smiles,Neddylation inh,CendR NRP1 mod,bovine MsrA act,MT1-MMP act inh,PABP1 MLLE inh,eLon inh,FAS-TE inh,Rin1 Abl inh,SKN-1 inh
CCN(CC)S(=O)(=O)c1ccc(N(C)C)c(NC(=O)CC(NC(C)=O)c2ccccc2)c1 (configuration not stated),i,5,-3,4,-5,-6,-4,1,1
Cc1n[nH]c(C)c1CCc1nc2c3ccccc3nc(SCC(N)=O)n2n1,i,-8,-4,0,5,-6,-5,3,8
CN1CCN(c2ccc([N+](=O)[O-])cc2C(=O)N2CCCCC2)CC1,i,-5,-3,-2,-1,-12,-9,-4,-4
c1ccc(Cn2ncc3c(Nc4ccccc4)ncnc32)cc1,i,1,-3,3,-5,-1,6,0,13
CN(C(=O)CSc1nc(O)cc(=O)n1C1CCCC1)c1ccccc1,i,3,-1,1,0,-3,-6,2,11
O=C(Nc1cccnc1)c1cc(-c2ccccc2)on1,i,-6,-2,10,5,-10,-4,0,4
Nc1ccc2nc(CN3CCOCC3)[nH]c2c1,i,12,2,-4,0,-1,-4,0,3
Fc1ccc(-c2cc(C(F)(F)F)nc(NCc3cccs3)n2)cc1,i,30*,-8,5,-4,-5,32,-2,7
O=C(NCC(c1cccs1)N1CCOCC1)c1ccc(Cl)cc1 (configuration not stated),i,-11,-4,-10,-3,-7,-6,0,16
c1n[nH]c(NC2=NCCC2)n1,i,-6,2,1,0,4,-8,2,-2
COC(=O)Cc1c(C)c2ccc(OCC(=O)N(C)C)cc2oc1=O,x,-12,-10,0,-2,-4,-5,-4,-27
CC(=O)Nc1ccc(N=c2cc([N+](=O)[O-])cc(Cl)n2O)cc1,i,-5,0,4,-1,-2,-4,-3,4
Cn1cc(C(=O)NCc2ccccc2F)cn1,i,9,1,2,-10,-1,-8,-1,10
CCOc1cccc(CN2CCN(c3cccc(C(F)(F)F)c3)CC2)c1O,i,4,-13,-3,1,-1,15,0,9
O=C(CN(C(=O)CNC(=O)c1ccco1)c1ccc(F)cc1)NC1CCCC1,i,4,-1,-2,7,-6,-2,1,4
NS(=O)(=O)c1ccc(CCNC(=O)Nc2ccc(Cl)c(Cl)c2)cc1,i,7,-8,0,6,-6,8,2,-3
CCOC(=O)N1CCN(c2c(NCCc3ccc(C)cc3)c(=O)c2=O)CC1,i,14,-4,0,-6,-8,-5,4,1
Cc1cc(SCC(=O)OCC(=O)NCc2ccc3c(c2)OCO3)c(C)cc1Br,i,12,-2,3,-7,-8,-5,-1,11
Cc1ccc2cc3c(nc2c1)OCC3,i,3,-3,1,-6,-4,-4,1,-14
CCOC(=O)c1sc2ncn(CC(=O)N(CC)CC)c(=O)c2c1C,i,7,-2,0,1,0,-9,0,6
Cc1oc(-c2ccc(Cl)cc2)nc1CN1CCCC(C(=O)N2CCN(C(=O)c3ccco3)CC2)C1 (configuration not stated),i,5,-1,2,-12,-1,-3,-6,15
COc1ccc2c(c1)[nH]c1c(=O)n(CCN3CCCC3)cnc12,i,10,-3,3,-12,1,-1,-3,3
CC(=O)Nc1ccc(N2C(=O)c3cccc(NC(C)=O)c3C2=O)cc1,i,-2,-3,-1,2,-10,-12,-4,14
O=C(COc1coc(CN2CCCc3ccccc32)cc1=O)Nc1ccccc1,i,21,-3,-11,-17,-31,1,2,10
COc1cc(/C=N/NC(=O)c2cccc([N+](=O)[O-])c2)cc(OC)c1O,i,1,-4,2,4,-10,8,-3,1
C=CCn1c(=NC(=O)c2cc(Cl)sc2Cl)sc2cc(S(N)(=O)=O)ccc21,i,-31,-3,-7,-22,4,-2,-3,21
N#C/C(=C\c1ccccn1)c1nc2ccccc2s1,i,133,-3,-104,-40,-86,-22,-1,10
Cc1noc(C)c1COC(=O)CCc1nc2ccccc2c(=O)[nH]1,i,-6,1,-4,-1,-11,-8,-2,34
CC(C)c1ccc(NC2CCCN(C(=O)c3ccc(N4CCOCC4)cc3)C2)cc1 (configuration not stated),i,5,-3,-1,12,-2,0,-2,12
Cc1cc(NC(=O)CCC(=O)N(CC(=O)NC2CCCC2)c2ccc(F)c(Cl)c2)no1,i,-7,-3,-2,-2,7,7,0,-18
CCCCS(=O)(=O)N1CCCC(C(=O)NCC2CCCO2)C1 (configuration not stated),i,0,-2,2,0,-5,-4,1,-3
CN1C(CC(=O)c2ccccc2)CCCC1CC(O)c1ccccc1 (configuration not stated),i,-4,-2,4,-3,-7,-4,4,-7
COc1ccc(NC(=O)c2ccc(S(=O)(=O)N3CC(C)OC(C)C3)cc2)cc1 (configuration not stated),i,3,-2,5,-1,-10,-2,1,12
CC(=O)NC(CCCCNC(=S)NC1CCCCC1)C(=O)O (configuration not stated),i,0,-2,-2,-13,0,-3,-1,13
CCC(=O)Nc1ccc(NC(=S)NC(=O)c2cc3ccccc3o2)cc1,i,-1,-1,5,19,-3,-1,0,-6
O=C(CSc1nnc(COc2ccc(Cl)cc2)n1Cc1ccco1)c1ccccc1F,i,-5,-1,0,-133,-2,21,-3,3

# In the list so far, eleven have fluorine:
smiles,Neddylation inh,CendR NRP1 mod,bovine MsrA act,MT1-MMP act inh,PABP1 MLLE inh,eLon inh,FAS-TE inh,Rin1 Abl inh,SKN-1 inh
Cc1ccc(SCc2[nH]nc3c2C2(C(=O)Nc4ccc(F)cc42)C(C#N)=C(N)O3)cc1 (configuration not stated),i,-3,-4,-5,-15,-5,3,-2,5
COc1cccc(CN2CCN(Cc3nc(-c4cccc(F)c4F)oc3C)CC2=O)c1,i,7,-4,-6,-1,-13,-6,0,-1
O=C(c1ccncc1)N1N=C(C2CC2)CC1(O)C(F)(F)F (configuration not stated),i,8,-4,1,-38,4,-10,-1,0
O=C1CC2(CCN(C(=O)COc3ccc(F)cc3)CC2)Oc2ccccc21,i,4,-2,3,5,-2,-5,-3,-3
Nc1c(S(=O)(=O)c2ccccc2)cnc2c(-c3ccc(F)cc3)cnn12,i,11,-10,-1,9,9,-4,-3,-1
Fc1ccc(-c2cc(C(F)(F)F)nc(NCc3cccs3)n2)cc1,i,30*,-8,5,-4,-5,32,-2,7
Cn1cc(C(=O)NCc2ccccc2F)cn1,i,9,1,2,-10,-1,-8,-1,10
CCOc1cccc(CN2CCN(c3cccc(C(F)(F)F)c3)CC2)c1O,i,4,-13,-3,1,-1,15,0,9
O=C(CN(C(=O)CNC(=O)c1ccco1)c1ccc(F)cc1)NC1CCCC1,i,4,-1,-2,7,-6,-2,1,4
Cc1cc(NC(=O)CCC(=O)N(CC(=O)NC2CCCC2)c2ccc(F)c(Cl)c2)no1,i,-7,-3,-2,-2,7,7,0,-18
O=C(CSc1nnc(COc2ccc(Cl)cc2)n1Cc1ccco1)c1ccccc1F,i,-5,-1,0,-133,-2,21,-3,3

# From PubChem
